IDH1 R132H inh = blocks human mutant IDH1 R132H enzyme; O75874; IDH1-R132H enzyme, NADPH consumption, diaphorase/resazurin fluorescence; Potency, µM (series often up to 76.6 µM), inactives show at the top dose activity change, negative = inhibition, most hits filed as inhibitors; actives 0.093% (n = 390,000); further: on the % scale 0 is the no-effect control and ±100 the full control effect; nearly all actives have a fitted effect of over 65% in size
Target sequence (O75874 whole entry R132H, stated change not applied): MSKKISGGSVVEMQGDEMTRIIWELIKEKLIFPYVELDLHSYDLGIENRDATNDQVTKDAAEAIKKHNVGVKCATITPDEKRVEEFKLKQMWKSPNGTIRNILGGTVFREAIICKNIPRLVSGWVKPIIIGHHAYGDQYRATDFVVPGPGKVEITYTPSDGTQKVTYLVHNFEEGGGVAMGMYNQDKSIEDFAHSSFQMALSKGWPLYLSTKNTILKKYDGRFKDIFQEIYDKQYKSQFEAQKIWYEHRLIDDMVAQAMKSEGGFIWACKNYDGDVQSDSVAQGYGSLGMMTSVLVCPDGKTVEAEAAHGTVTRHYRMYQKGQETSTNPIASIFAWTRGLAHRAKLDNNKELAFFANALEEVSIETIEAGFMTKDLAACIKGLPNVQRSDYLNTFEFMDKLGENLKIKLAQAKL
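IDH1-R132H (0.5 ug/mL dispensed) in pH 7.5 Tris buffer was preincubated 30 min with compound, then given a substrate mix of 0.016 mM NADPH and 2 mM alpha-KG for 80 min at room temperature; remaining NADPH was read by diaphorase/resazurin fluorescence.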
Vif-A3G inh = Vif-A3G binding inhibition. AID 602310. Potency, µM (series often up to 46.1 µM), inactives show at the highest dose activity, negative = active, hits mostly inhibitors. Q9HC16. actives 0.076% (n = 410,000). HeLa A3G-eYFP + Vif (tagged APOBEC3G with the HIV-1 protein that degrades it), YFP fluorescence, overnight;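 further: on the % scale 0 is the no-effect control and ±100 the full control effect; nearly all actives have a fitted effect of over 60% in size; hits raise eYFP signal because A3G escapes Vif-driven loss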
Target sequence (Q9HC16 whole entry, looked up): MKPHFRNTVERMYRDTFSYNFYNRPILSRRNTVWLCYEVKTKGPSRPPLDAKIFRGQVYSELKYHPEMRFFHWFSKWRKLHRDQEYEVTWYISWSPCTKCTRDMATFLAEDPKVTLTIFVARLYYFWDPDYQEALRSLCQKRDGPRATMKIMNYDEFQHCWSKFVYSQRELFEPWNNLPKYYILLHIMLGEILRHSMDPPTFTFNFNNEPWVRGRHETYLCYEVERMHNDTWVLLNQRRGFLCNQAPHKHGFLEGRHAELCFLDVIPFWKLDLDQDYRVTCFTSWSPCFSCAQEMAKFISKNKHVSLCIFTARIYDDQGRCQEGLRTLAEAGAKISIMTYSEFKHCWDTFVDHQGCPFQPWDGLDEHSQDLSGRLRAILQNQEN
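Read-out is eYFP fluorescence (Ex 488/Em 500-530) from Vif-expressing HeLa A3G-eYFP cells; more signal means A3G escaped Vif-mediated degradation. Cells plated overnight, compound pinned in, incubated overnight at 37 deg C.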
USP1-UAF1 inh = blocks the human USP1/UAF1 deubiquitinase complex; AID 743255; actives 0.23% (n = 390,000); Potency, µM (top dose mostly 57.1 µM), for inactives: at the top dose activity change, negative = inhibition, actives largely listed as inhibitors; recombinant USP1/UAF1, Ub-Rhodamine cleavage fluorescence; O94782; further: on the % scale 0 is the no-effect control and ±100 the full control effect; nearly all actives have a fitted effect of over 60% in size; inactives centre near -12
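Step one: compound is pinned into 1nM USP1/UAF1 in HEPES pH 7.8 buffer with TCEP. Step two: 15 min room-temperature incubation. Step three: Ub-Rho (150nM final) starts cleavage, tracked by fluorescence over six one-minute reads.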
TrxR1 substrate = is turned over as a substrate by rat TrxR1; O89049; purified TrxR1 substrate turnover, NADPH consumption readout; Potency, µM (highest dose often 114 µM), without a hit: at the highest dose activity change, negative = substrate turnover; actives 0.01% (n = 390,000); AID 588456; further: on the % scale 0 is the no-effect control and ±100 the full control effect; nearly all actives have a fitted effect of over 50% in size
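Rat TrxR1, dispensed at 90 nM, was prereduced with 400 uM NADPH (final) for 5 min at ~22 deg C, then incubated with compound 15 min before 400 uM selenite. A first-read NADPH fluorescence drop versus no-compound background flagged substrates.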
Vif-A3F inh = Vif-A3F binding inhibition; actives 0.2% (n = 390,000); AID 602313; Potency, µM (top dose mostly 46.1 µM), for inactives: at the top dose activity, negative = active; HeLa A3F-eYFP + Vif (tagged APOBEC3F with the HIV-1 protein that degrades it), YFP fluorescence increase; further: % of control where 0% means no effect; nearly all actives have a fitted effect of over 65% in size
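HeLa cells stably expressing A3F-eYFP plus Vif, plated and incubated overnight at 37 deg C, then exposed to compounds overnight at 37 deg C. Blocked degradation read as raised yellow fluorescence (Ex 488/Em 500-530).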
RGS4 inhibitor = inhibitors of human regulator of G protein signaling 4; Transcreener GDP fluorescence polarization, RGS4-accelerated GTP hydrolysis; actives 0.039% (n = 390,000); Potency, µM (titrated, usually from 114 µM), inactives show top-dose activity change, negative = inhibition, usual class: inhibitors; P49798; further: on the % scale 0 is the no-effect control and ±100 the full control effect; nearly all actives have a fitted effect of over 75% in size; some results filed as inactive show a strong effect at the top dose
Target sequence (P49798 whole entry, looked up): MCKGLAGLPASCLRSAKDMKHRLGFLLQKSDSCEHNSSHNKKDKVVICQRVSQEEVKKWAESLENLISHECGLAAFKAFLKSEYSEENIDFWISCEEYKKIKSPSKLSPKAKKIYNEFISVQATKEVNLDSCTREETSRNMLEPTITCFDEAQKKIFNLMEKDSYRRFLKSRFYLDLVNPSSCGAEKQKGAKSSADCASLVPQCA
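MLSMR compounds (23 nl, pin-transferred) preincubated 10 min at room temperature with a 500nM (2x) first reagent, then RGS4 at 900nM (2x) plus Transcreener GDP mix added; fluorescence polarization (620/688 nm) read before and after 90 min at 30 °C.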
ALOX12 inh = inhibitors of human 12S-lipoxygenase ALOX12 | P18054 | purified 12hLO, xylenol orange hydroperoxide absorbance | Potency, µM (doses to about 108 µM), inactives show at the top dose activity change, negative = inhibition, usual class: inhibitors | actives 1.1% (n = 580,000) | AID 1671190; further: on the % scale 0 is the no-effect control and ±100 the full control effect
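Purified human 12hLO (150 nM final) in 25 mM Hepes, 0.01% Triton X-100, pH 7.0 was preincubated 15 min at room temperature with compound. Then 40 uM arachidonic acid was added, 30 min. Hydroperoxide was read by Fe-XO absorbance ratio 573/405 nm.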
rTrxR1 inhibitor = inhibitors of rat thioredoxin reductase 1; O89049; recombinant rTrxR1, NADPH fluorescence consumption, selenite substrate; Potency, µM (titrated, usually from 114 µM), for the others: top-dose activity change, negative = inhibition, most hits filed as inhibitors; actives 1% (n = 390,000); AID 588453; further: on the % scale 0 is the no-effect control and ±100 the full control effect; nearly all actives have a fitted effect of over 65% in size
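Rat TrxR1 (90 nM in the dispensed reagent) was pre-reduced with 400 uM NADPH for 5 min at room temperature, then incubated with compound for 15 min. After 400 uM selenite was added, NADPH fluorescence (Ex 340/Em 450 nm) was followed for 8 min.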
RXFP1 ag = activates the human relaxin receptor RXFP1; Q9HBX9; HEK293T-RXFP1 cAMP TR-FRET, 30 min; response scale: percent of porcine relaxin response, buffer zero; Potency, µM (doses to about 57.5 µM), for the others: at the top dose activation, hits mostly activators; actives 0.3% (n = 370,000); AID 2676; further: on the % scale 0 is the no-effect control and ±100 the full control effect; nearly all actives have a fitted effect of over 60% in size; many of its hits are not listed in these tables
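HEK293 cells stably expressing RXFP1, treated 30 min at 37C with compounds plus PDE4 inhibitor Ro 20174; cAMP measured by HTRF TR-FRET. Normalized to buffer and 29 nM porcine relaxin; EC50 by Hill fit.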
* hit, by the source's call; ? = inconclusive; . = no result given; & = joins results of further samples; [ ] = remark or other dose. The call rests on the fitted dose curve; in most records, active means well fitted curve in the direction sought with a large enough effect; inconclusive means small, poorly fitted or top-dose-only effect, or another doubt; inactive means no such curve, though single readings can be large; an effect the other way counts as inactive or inconclusive. Potency means the concentration at half of the fitted maximal effect.

SMILES	IDH1 R132H inh	Vif-A3G inh	USP1-UAF1 inh	TrxR1 substrate	Vif-A3F inh	RGS4 inhibitor	ALOX12 inh	rTrxR1 inhibitor	RXFP1 ag
CC(Sc1nc2ccccc2s1)C(=O)NC1CCCc2ccccc21 (stereo not given)	2%	4%	-1%	-11%	-4%	31%	-25%	-8%	-0.8%
O=C(Nc1cccc(NC(=O)N2CCN(c3ccccc3)CC2)c1)N1CCN(c2ccccc2)CC1	-1%	-2%	-8%	-9%	.	-1%	?	-8%	-3.2%
CCc1ccc(-c2cc(C(F)(F)F)n3nc(C(=O)Nc4c(C)nn(Cc5ccc(F)cc5)c4C)cc3n2)s1	2%	0%	-23%	37%[activator]	-2%	-4%	1%	26%	3.6%
CCc1cccc(NC(=O)Cn2c3[n+](c4ccc(C(F)(F)F)cc42)CCCCC3)c1	-2%	1%	-9%	-5%	-6%	?	?	5%	-0.9%
Cn1c(=O)c2c(nc(Sc3ncccn3)n2Cc2ccc(Cl)cc2)n(C)c1=O	-3%	0%	8%	0%[57.1 µM]	-3%	13%	-16%&-8%	5%[57.1 µM]	-1.1%
O=c1[nH]c(SCc2ccccc2Cl)nc2c1CCCC2	7%	-5%	-5%	2%	-9%	-17%	-28%	7%	0.1%
Cc1nc(N2CCN(C)CC2)c2c(C)c(C(=O)Nc3ccc(F)cc3)sc2n1	0%	0%	-2%	-15%	.	24%	2%	-11%	1.6%
CCCSC1=C(C#N)C(c2ccccc2C)CC(=O)N1 (stereo not given)	1%	-7%	-1%	-15%	0%	-34%	?	21%[57.1 µM]	3.1%
O=[N+]([O-])c1ccccc1S(=O)(=O)Nc1nc2ccccc2s1	-7%	1%	-5%	-1%	-1%	-3%	-12%	10%	-0.7%
CCN(c1cccc(C)c1)S(=O)(=O)c1ccc(-c2cc(C)no2)s1	2%	?	-23%	5%	0%	-8%	-24%	19%	-0.1%

Reprinted at random: two compounds from above
SMILES	IDH1 R132H inh	Vif-A3G inh	USP1-UAF1 inh	TrxR1 substrate	Vif-A3F inh	RGS4 inhibitor	ALOX12 inh	rTrxR1 inhibitor	RXFP1 ag
CCN(c1cccc(C)c1)S(=O)(=O)c1ccc(-c2cc(C)no2)s1	2%	?	-23%	5%	0%	-8%	-24%	19%	-0.1%
O=[N+]([O-])c1ccccc1S(=O)(=O)Nc1nc2ccccc2s1	-7%	1%	-5%	-1%	-1%	-3%	-12%	10%	-0.7%

More results follow.
SMILES	IDH1 R132H inh	Vif-A3G inh	USP1-UAF1 inh	TrxR1 substrate	Vif-A3F inh	RGS4 inhibitor	ALOX12 inh	rTrxR1 inhibitor	RXFP1 ag
COc1ccc(C(=O)Nc2cc3c(cc2C(=O)O)OCCCO3)c(OC)c1	2%	-1%	-20%	-4%[57.1 µM]	3%	-14%	-6%	-8%[57.1 µM]	0.9%
O=C(NC(=S)Nc1ccccc1)c1cccs1	-1%	-9%	-22%	4%	-3%	-11%	?	50µM*	-1.8%
Fc1ccc(C2c3cccn3CCN2C(=S)Nc2cccc(F)c2)cc1 (stereo not given)	4%	0%	-21%	-5%[57.1 µM]	-4%	-27%	-18%	9%[57.1 µM]	-0.9%
Cc1ccc(S(=O)(=O)NCc2cn3ccsc3n2)c(C)c1	8%	3%	-19%	4%	3%	5%	0%	10%	-2.1%
CCCN(CCC)CCCNS(=O)(=O)c1cc(Br)cc2c1N(C(C)=O)CC2	1%	3%	-15%	-7%	0%	-12%	-6%	-12%	0.7%
COc1ccc(OC)c(NC(=O)CSc2nnc(CCCO)n2-c2ccccc2)c1	2%	0%	-12%	-6%	0%	39%	11%	-5%	1.5%
COc1ccc(C2=NOC3(CC(=O)N(c4ccc(F)cc4)C3=O)C2)c(OC)c1 (stereo not given)	2%	1%	-5%	1%	-11%	29%	?	?	1.0%
Nc1ncc(S(=O)(=O)Nc2ccc(F)cc2F)cn1	0%	-5%	-14%	1%[57.1 µM]	2%	-30%	?	11%[57.1 µM]	6.4%
COc1ccc(C(=O)NC2CCC(O)CC2)cc1S(=O)(=O)NCc1ccc(Cl)cc1 (stereo not given)	5%	-1%	-7%	0%	0%	32%	5%	10%	-0.8%
CN(CC(=O)N1CCCCCC1)S(=O)(=O)c1cccc2cccnc12	-2%	1%	-7%	-1%	0%	-3%	32%	2%	0.3%
CCN(C(=O)COC(=O)c1ccc(-n2c(C)ccc2C)cc1)c1c(N)n(Cc2ccccc2)c(=O)[nH]c1=O	0%	0%	-1%	-5%	-2%	4%	-6%	?	.
CN(C)C(CNC(=O)NC1CCCCC1)c1cccnc1 (stereo not given)	4%	3%	-9%	0%[57.1 µM]	7%	21%	0%	-6%[57.1 µM]	0.6%
Cc1ccccc1NC(=O)C1CCCN(S(=O)(=O)c2cccc3cccnc23)C1 (stereo not given)	12%	0%	-11%	-7%[57.1 µM]	2%	-4%	388%[activator]	5%[57.1 µM]	0.0%
COC(=O)[C@@H]1C[C@@]2(O)[C@@H](O)[C@@H](O)[C@@H](O)C[C@H]2N1Cc1ccc(C)s1	-6%	3%	-15%	-1%	4%	4%	-15%	5%	-5.9%
Cc1[nH]c2ccccc2c1/C=N/NC(=O)c1cccc(Br)c1	5%	-15%	-14%	-5%	7%	-17%	.	-4%	4.4%
Cc1ccccc1-n1c(-c2ccc(=O)[nH]n2)n[nH]c1=S	1%	0%	-22%	-5%[57.1 µM]	12%	-18%	?	-19%[57.1 µM]	1.0%
COc1ccccc1-c1sc2cc3c(cc2c1-c1ccc(OCCN2CCCCC2)cc1)OCO3	-1%	-19%	-7%	39%[activator][57.1 µM]	1%	2%	-1%	65%[activator][57.1 µM]	.
Cc1noc(C)c1COC(=O)CCc1ccc(S(=O)(=O)N2CCCCC2)cc1	-2%	-7%	-11%	7%[57.1 µM]	-5%	-14%[11.4 µM]	93%[activator][57.4 µM]	-1%	0.0%
COc1ccc(C(=O)N2CCC(O)(c3ccc(F)cc3)CC2)cc1OC	10%	1%	7%	1%	1%	41%	20%[57.4 µM]	-14%	0.3%
Cc1ccc(C)c(CN2C(=O)c3ccccc3S(=O)(=O)c3ccc(C(=O)Nc4ccccc4C(F)(F)F)cc32)c1	-5%	2%	-19%	-7%	-5%	11%	-33%	10%	-1.2%
CCc1nnc(NC(=O)CSc2nnc(-c3ccc(NS(=O)(=O)c4ccccc4)cc3)o2)s1	7%	0%	-7%	-20%	1%	2%	6%	-7%	1.9%
CCOc1ccc(CCNc2ncnc3onc(C)c23)cc1OCC	0%	1%	?	-4%	-1%	-10%	-24%	6%	-0.2%
CCNC(=O)CN(C1CCCCC1)S(=O)(=O)c1ccc(F)cc1	2%	5%	-3%	-5%	-7%	-23%	0%	-8%	2.2%
Cc1ccc2c(c1)[C@H]1[C@H](CO2)[C@H](c2ccccc2)[C@]2(C)C(=O)Nc3ccc(Br)cc3C(=O)N12	-14%	-13%	-20%	4%[57.1 µM]	2%	-14%	?	13%[57.1 µM]	.
Cc1ccc(S(=O)(=O)N2CCCCC2)cc1C(=O)N(CCc1ccccc1)Cc1ccccc1	1%	-2%	-11%	-11%	-6%	-34%	-20%	-11%	0.4%
CC1=C(C(=O)OC2CCCC2)C(c2c(Cl)cccc2Cl)CC(=O)N1 (stereo not given)	-9%	3%	-33%	-4%	3%	-6%	-9%	2%	6.3%
CN(C)S(=O)(=O)c1cccc(NC(=O)CN2C(=O)NC(CCc3ccccc3)C2=O)c1 (stereo not given)	-3%	-8%	-4%	0%	-3%	1%	-13%	-1%	-2.2%
COc1cccc(-c2c3c([nH]c(=O)c2C#N)CCc2cc(OC)ccc2-3)c1	1%	2%	-2%	-2%[57.1 µM]	2%	-3%	.	-4%[57.1 µM]	-3.2%
CC(C)(C)c1nc2c(s1)CCc1onc(-c3ccc(Br)cc3)c1-2	4%	1%	?	5%	3%	-18%	?	14%	.
CCOC(=O)C1=C(C)N(CCCCCC(=O)O)C(=O)NC1c1ccccc1OS(=O)(=O)c1ccc(C)cc1 (stereo not given)	-12%	-8%	-17%	-3%	-3%	16%	?	7%	.

4 compounds out of the list, sorted by molecular weight, highest first:
SMILES	IDH1 R132H inh	Vif-A3G inh	USP1-UAF1 inh	TrxR1 substrate	Vif-A3F inh	RGS4 inhibitor	ALOX12 inh	rTrxR1 inhibitor	RXFP1 ag
Cc1ccc2c(c1)[C@H]1[C@H](CO2)[C@H](c2ccccc2)[C@]2(C)C(=O)Nc3ccc(Br)cc3C(=O)N12	-14%	-13%	-20%	4%[57.1 µM]	2%	-14%	?	13%[57.1 µM]	.
Cc1ccc(S(=O)(=O)N2CCCCC2)cc1C(=O)N(CCc1ccccc1)Cc1ccccc1	1%	-2%	-11%	-11%	-6%	-34%	-20%	-11%	0.4%
COc1cccc(-c2c3c([nH]c(=O)c2C#N)CCc2cc(OC)ccc2-3)c1	1%	2%	-2%	-2%[57.1 µM]	2%	-3%	.	-4%[57.1 µM]	-3.2%
CCOc1ccc(CCNc2ncnc3onc(C)c23)cc1OCC	0%	1%	?	-4%	-1%	-10%	-24%	6%	-0.2%

Assay outcomes: PubChem BioAssay, National Center for Advancing Translational Sciences (NCATS)

An excerpt; rates above refer to the full screens.
